SNCA expr inh = inhibitors of alpha-synuclein (SNCA) gene expression. HEK-293 SNCA-luciferase knock-in, luminescence, 24 h. Potency, µM (titrated, usually from 57.2 µM), for inactives: top-dose activity change, negative = inhibition, most hits filed as inhibitors. 140,000 compounds, 0.17% hits. AID 1671194;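 note: potency is the fitted concentration of half-maximal effect; plate controls were DMSO cells for no effect and cell-free wells for full effect; nearly all actives have a fitted effect of over 45% in size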
HEK293 viab = reduces viability of HEK-293 SNCA reporter cells. Potency, µM (titrated, usually from 57.1 µM), without a hit: top-dose activity change, negative = cytotoxicity, hits mostly cytotoxic. 150,000 compounds, 0.12% hits. HEK-293-SNCA-luc viability, GF-AFC fluorescence, 24 h;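 note: potency is the fitted concentration of half-maximal effect; 0% = DMSO-treated cells and -100% = medium-only wells without cells; nearly all actives have a fitted effect of over 30% in size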
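HEK-293-SNCA-luc cells (1500/well) plated 24 h, then exposed 24 h to a dilution series; GF-AFC added 30 min at 37C, fluorescence 405/540 nm; normalised to medium-only and DMSO wells, Hill fit.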
HEK293 tox = cytotoxic compounds in HEK 293 cells; HEK 293 viability, ATP luminescence (CellTiter-Glo), 48-72 h; Potency, µM (series often up to 115 µM), for the others: at the highest dose activity change, negative = cytotoxicity, hits mostly inhibitors; 94,000 compounds, 6.6% hits; AID 1345083; note: potency is the fitted concentration of half-maximal effect; nearly all actives have a fitted effect of over 60% in size
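HEK 293 seeded at 250 cells/well receive compound via pintool. After 48 or 72 hr at 37 degree Celsius, 5% CO2 and 95% humidity, CellTiter-Glo is dispensed and luminescence read following 10 min at room temperature.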
GPT2 inhibitor = GPT2 alanine aminotransferase inhibition. Potency, µM (doses to about 57.7 µM), inactives show at the highest dose activity change, negative = inhibition, actives largely listed as inhibitors. 100,000 compounds, 0.25% hits. Recombinant GPT2, coupled pyruvate oxidase/HRP Amplex Red fluorescence. Q8TD30; note: potency is the fitted concentration of half-maximal effect; nearly all actives have a fitted effect of over 60% in size; many of its hits are not listed in these tables
Target sequence (Q8TD30 whole entry, looked up): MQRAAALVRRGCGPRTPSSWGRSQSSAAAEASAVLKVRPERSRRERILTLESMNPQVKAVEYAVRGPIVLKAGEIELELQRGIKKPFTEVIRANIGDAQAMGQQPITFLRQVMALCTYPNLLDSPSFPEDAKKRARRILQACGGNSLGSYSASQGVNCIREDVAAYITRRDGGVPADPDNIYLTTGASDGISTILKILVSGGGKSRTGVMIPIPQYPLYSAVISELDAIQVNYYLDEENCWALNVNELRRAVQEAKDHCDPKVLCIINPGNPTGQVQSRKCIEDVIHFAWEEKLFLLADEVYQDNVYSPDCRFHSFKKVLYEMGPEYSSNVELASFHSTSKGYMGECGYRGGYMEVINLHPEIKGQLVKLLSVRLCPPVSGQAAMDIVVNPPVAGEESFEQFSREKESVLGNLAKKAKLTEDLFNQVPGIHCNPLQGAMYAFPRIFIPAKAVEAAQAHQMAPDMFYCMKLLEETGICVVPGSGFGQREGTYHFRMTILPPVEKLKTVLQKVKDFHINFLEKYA
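Fluorescence read-out: pyruvate from GPT2 turnover coupled to pyruvate oxidase, HRP and Amplex Red (0.2mM ThPP, 0.2U/mL PO and HRP, 50uM Amplex final). Substrates 250uM a-KG, 2mM L-alanine; enzyme 10ng/uL; 30 min RT.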
IP6K1 inhibitor = inhibitors of human IP6K1; Q92551; 140,000 compounds, 0.81% hits; activity change, % (series mostly up to about 58 µM); IP6K1 kinase, ADP-Glo luminescence, 2 h; hits give low values; in the data active = activity change below about -25%
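ADP-Glo luminescence measures ADP made by human IP6K1 during a 2 h RT reaction with ATP/IP6 (mix at 1.3 mM/130 uM); top library doses 57.5 and 19.1 uM final.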
NIH3T3 tox = cytotoxic compounds in NIH 3T3 cells; Potency, µM (doses to about 96.7 µM), without a hit: at the top dose activity change, negative = cytotoxicity, hits mostly inhibitors; NIH 3T3 viability, CellTiter-Glo ATP luminescence, 48-72 h; AID 1345082; 94,000 compounds, 4.3% hits; note: potency is the fitted concentration of half-maximal effect; nearly all actives have a fitted effect of over 55% in size
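First NIH 3T3 cells are plated at 400 cells/well; next compound is pinned in; then plates incubate 48 or 72 hr at 37 °C; finally CellTiter-Glo is added and luminescence read after 10 min.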
Luciferase inh = inhibitors of firefly (Photinus pyralis) luciferase. purified P. pyralis luciferase, luminescence, biochemical. P08659. Potency, µM (doses to about 115 µM), inactives show at the top dose activity change, negative = inhibition, actives largely listed as inhibitors. 76,000 compounds, 2.5% hits. AID 1347043; note: potency is the fitted concentration of half-maximal effect; nearly all actives have a fitted effect of over 65% in size
Target sequence (P08659 whole entry, looked up): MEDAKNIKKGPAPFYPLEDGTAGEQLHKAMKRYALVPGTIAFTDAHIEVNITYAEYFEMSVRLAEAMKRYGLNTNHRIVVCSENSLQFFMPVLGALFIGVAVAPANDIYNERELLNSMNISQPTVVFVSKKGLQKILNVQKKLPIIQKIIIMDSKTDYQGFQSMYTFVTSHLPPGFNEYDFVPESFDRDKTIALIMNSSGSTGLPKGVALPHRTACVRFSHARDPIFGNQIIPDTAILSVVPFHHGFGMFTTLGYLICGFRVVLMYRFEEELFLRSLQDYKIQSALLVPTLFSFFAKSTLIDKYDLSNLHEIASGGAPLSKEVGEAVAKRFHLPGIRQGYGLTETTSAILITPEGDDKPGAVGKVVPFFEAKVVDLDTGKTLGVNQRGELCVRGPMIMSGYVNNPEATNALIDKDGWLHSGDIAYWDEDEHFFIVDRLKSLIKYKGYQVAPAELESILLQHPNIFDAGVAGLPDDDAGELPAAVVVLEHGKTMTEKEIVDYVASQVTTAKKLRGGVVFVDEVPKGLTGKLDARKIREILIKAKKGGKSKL
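Cell-free enzyme assay, 10nM P. pyralis luciferase, luciferin and ATP each at 10uM. Inhibition profiled over a 6-point titration, read as luminescence.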
* hit, by the source's call; i = inactive; u = inconclusive; x = not tested or not shown; [ ] = remark or other dose. Unless noted, calls come from the whole dose curve; as a rule, active = well fitted curve in the direction sought with a large enough effect; inconclusive = small, poorly fitted or top-dose-only effect, or another doubt; inactive = no such curve, though single readings can be large; an effect the other way counts as inactive or inconclusive. Unless noted, % is set by controls: 0 for no effect and ±100 for the full control effect.

SMILES	SNCA expr inh	HEK293 viab	HEK293 tox	GPT2 inhibitor	IP6K1 inhibitor	NIH3T3 tox	Luciferase inh
COc1ccccc1OC(C)C(=O)Nc1cccc(-c2nc3ccccc3o2)c1 (centres undefined)	35%	u	x	x	13	x	x
O=C(CSc1nccn1-c1ccc(Cl)cc1)Nc1cccc2ccccc12	-4%	-2%	x	x	-14	x	x
O=C(c1ccccc1F)N1CCC(CCOc2ccccc2)C1 (centres undefined)	-3%	2%	u	i	19	u	-4%
COc1cccc(N2CCN(C(=O)c3cn4ccnc(-c5ccccc5)c4n3)CC2)c1	-22%	-3%	u	-2%	15	u	3%
CCCOc1cccc(C(=O)N(Cc2sccc2C)C2CCS(=O)(=O)C2)c1 (centres undefined)	-17%	10%	x	x	18	x	x
COc1ccc(-c2cc(N3CCCN(C(=O)c4ccc(C)c(F)c4)CC3)n[nH]2)cc1	-5%	-10%	u	-12%	10	-24%	-10%
COC(=O)CNC(=O)C1CCN(c2nccc(Nc3ccc(C)cc3)n2)CC1	10%	7%[12.5 µM]	i	i	-11	-14%	x
COC(=O)c1cccc(C(=O)N[C@H]2CO[C@H]3[C@@H]2OC[C@H]3OC(=O)Nc2cccc(C(F)(F)F)c2)c1	13%	3%	u	1%	-8	-11%	14%
COCC1CN(C)CC12CCN(Cc1ccc(Cl)c(F)c1)CC2 (centres undefined)	-6%	-5%	u	i	20	u	2%
CC1CCCCN1S(=O)(=O)c1ccc2c(c1)oc(=O)n2CC(=O)Nc1ccc(Cl)cc1 (centres undefined)	-22%	-1%	x	x	0	x	x
CCS(=O)(=O)CCn1c([N+](=O)[O-])cnc1C	23%[25.6 µM]	22%[23.9 µM]	x	2%	30	x	x
C=C1CC/C=C(/CO)C(=O)C[C@@H]2[C@@H]1CC2(C)C	x	-19%	x	i	5	x	x
CC(C)(C)CC(=O)Nc1ccc([C@@H](O)[C@H]2COCC(=O)N2Cc2ccccc2F)cc1	-17%[87.6 µM]	-3%[87.6 µM]	u	u	4	-21%[138 µM]	4%[172 µM]
O=C1NCCCCCN(C(=O)Nc2ccccc2)[C@H]2CCCC[C@@H]12	16%	-5%	-3%	i	-9	4%	-1%
CCCCNC(=O)CSc1nc2ccccc2nc1Cc1ccc(Cl)cc1	-10%	-12%	x	x	28	x	x
COCCc1nncn1C1CCN(C(=O)Cc2c(F)cccc2Cl)CC1	-27%	3%	-4%	1%	6	-1%	5%
O=C(NCc1ccccc1)N1CCCC(c2nccn2CC2CCC2)C1 (centres undefined)	u	-5%	u	0%	14	-11%	3%
COc1ccccc1Cn1c(=O)c(C(=O)NCCCc2ccccc2)nc2cccnc21	-14%	-5%	u	3%	22	u	x
O=C(c1ccc(C(F)(F)F)cc1)N1CCC(c2nn(-c3ccccc3)c(=O)[nH]2)CC1	20%	-9%	u	i	-1	-29%	-2%
Cc1nc(-c2c3n(c(=O)n(Cc4cccc(Br)c4)c2=O)CCCC3)no1	-13%	-6%	-5%	i	23	-26%	7%

Twelve compounds from above, ordered by count of non-hydrogen atoms, smallest number first:
SMILES	SNCA expr inh	HEK293 viab	HEK293 tox	GPT2 inhibitor	IP6K1 inhibitor	NIH3T3 tox	Luciferase inh
CCS(=O)(=O)CCn1c([N+](=O)[O-])cnc1C	23%[25.6 µM]	22%[23.9 µM]	x	2%	30	x	x
C=C1CC/C=C(/CO)C(=O)C[C@@H]2[C@@H]1CC2(C)C	x	-19%	x	i	5	x	x
COCC1CN(C)CC12CCN(Cc1ccc(Cl)c(F)c1)CC2 (centres undefined)	-6%	-5%	u	i	20	u	2%
O=C1NCCCCCN(C(=O)Nc2ccccc2)[C@H]2CCCC[C@@H]12	16%	-5%	-3%	i	-9	4%	-1%
COCCc1nncn1C1CCN(C(=O)Cc2c(F)cccc2Cl)CC1	-27%	3%	-4%	1%	6	-1%	5%
O=C(CSc1nccn1-c1ccc(Cl)cc1)Nc1cccc2ccccc12	-4%	-2%	x	x	-14	x	x
COC(=O)CNC(=O)C1CCN(c2nccc(Nc3ccc(C)cc3)n2)CC1	10%	7%[12.5 µM]	i	i	-11	-14%	x
COc1ccccc1OC(C)C(=O)Nc1cccc(-c2nc3ccccc3o2)c1 (centres undefined)	35%	u	x	x	13	x	x
COc1ccc(-c2cc(N3CCCN(C(=O)c4ccc(C)c(F)c4)CC3)n[nH]2)cc1	-5%	-10%	u	-12%	10	-24%	-10%
CC1CCCCN1S(=O)(=O)c1ccc2c(c1)oc(=O)n2CC(=O)Nc1ccc(Cl)cc1 (centres undefined)	-22%	-1%	x	x	0	x	x
COc1ccccc1Cn1c(=O)c(C(=O)NCCCc2ccccc2)nc2cccnc21	-14%	-5%	u	3%	22	u	x
COC(=O)c1cccc(C(=O)N[C@H]2CO[C@H]3[C@@H]2OC[C@H]3OC(=O)Nc2cccc(C(F)(F)F)c2)c1	13%	3%	u	1%	-8	-11%	14%

Following part
SMILES	SNCA expr inh	HEK293 viab	HEK293 tox	GPT2 inhibitor	IP6K1 inhibitor	NIH3T3 tox	Luciferase inh
Cc1csc2nc(COC(=O)c3ccccc3NC(=O)COc3ccccc3F)cc(=O)n12	-14%	-9%	x	x	3	x	x
COC(=O)C(CCSC)NC(=O)C1CCN(c2ncnc3c2nc2n3CCCCC2)CC1 (centres undefined)	u	-22%	x	x	1	x	x
Cc1[nH]cnc1-c1nccn1-c1ccc(CCC(=O)NC2CC2)cc1	14%	-8%	-4%	i	53	-8%	-2%
CC(C)(C)NC(=O)N1CCC2(CC1)CC(Cc1nc(-c3cnccn3)no1)CCO2 (centres undefined)	14%	-1%	i	i	-9	-1%	5%
Cc1cc(=O)n(CC(=O)Nc2ccccc2C)c(N2CCC(C)CC2)n1	5%	-5%	u	i	8	u	7%
Cc1ccc(F)cc1S(=O)(=O)N1CCC(n2cnnc2C2CC2)CC1	-11%	5%	1%	3%	-1	1%	1%
CC1(C)CC2C(C1)C1(C)CCC13OC3(CO)C2O (centres undefined)	x	-8%	x	i	-4	x	x
COc1cc(OC)cc(C(=O)N2CCC3(CC2)N(c2ccccc2)C(=O)CS3(=O)=O)c1	-18%	-12%	2%	4%	-5	i	6%
N#CCCN1CCN(C(=O)CCc2cc3ccccc3[nH]c2=O)CC1	29%	8%	25%	i	20	i	-1%
O=C(c1ccco1)N1CCN(C(=O)c2cc3c(s2)CN(C2CC2)C3)CC1	-22%	9%	-17%	i	2	-19%	1%
CCOc1cccc(NC(=O)c2sc3nc(-c4ccc(F)cc4)ccc3c2N)c1	11%	u	x	x	7	x	x
CCCCN(CC)CCCn1cnc2c([nH]c3ccc(Cl)cc32)c1=O	-2%	-6%	x	x	20	x	x
COc1ccc2c(=O)n(CC(=O)N3CCC(OC)C3)ccc2c1OC (centres undefined)	2%	2%	0%	-16%	6	-26%	8%
Cc1ccc(-c2cc(-c3ccc4c(c3)NC(=O)CO4)nc3c2COc2ccccc2-3)cc1	-15%	24%	x	x	19	x	x
Cc1cccc(C)c1NC(=O)Cn1c(=O)n(CCC(=O)NCc2ccc3c(c2)OCO3)c(=O)c2sccc21	18%	8%	x	x	-3	x	x
O=C(Nc1cccnc1)[C@@H]1C[C@@H](c2ccc(F)cc2)N(Cc2ccccc2)C1	-10%[87.6 µM]	-10%[87.6 µM]	u	-5%[88.5 µM]	-3	79µM*	6%[172 µM]
Cc1cnc(CC2CCCN(C(=O)c3ccncc3)C2)n1CC1CC1 (centres undefined)	-2%	9%	-5%	i	0	-16%	-4%
O=C(NCCc1ccc(F)cc1)C(=O)NCC(c1ccco1)S(=O)(=O)c1cccs1 (centres undefined)	-1%	2%	x	x	1	x	x
Clc1ccccc1Nc1ncnc2c1nc1n2CCCCC1	u	-15%	x	x	14	x	x
COc1cccc(S(=O)(=O)N2C[C@@H](Oc3cccnc3)C[C@@H]2C(=O)N2CCOCC2)c1	-8%	-7%	-1%	i	3	-10%	0%
CCc1ccc(NC(=O)Cn2c(=O)c(-c3noc(C)n3)c3n(c2=O)CCCCC3)cc1	0%	6%	-3%	-4%	21	2%	-9%
COCC1CN(C(=O)Cc2c[nH]c3ccccc23)CC12CCOCC2 (centres undefined)	-5%	1%	-10%	i	-5	-19%	0%
CC1(C(=O)NCCc2ccccn2)COCc2cnc(Nc3ccccc3)nc21 (centres undefined)	-21%[87.6 µM]	-7%[87.6 µM]	u	2%[88.5 µM]	-6	-20%[138 µM]	-10%[172 µM]
C[S+](=O)([O-])N1CCC2(CC1)C(=NC1CCCC1)NC(=O)N2c1cc(F)cc(F)c1	-19%	-9%	3%	5%	3	-21%	5%
Cc1ccc(CN2C[C@H](O)C[C@H]2c2nc(-c3ccc(F)cc3)no2)cc1	61%[activator][87.6 µM]	7%[87.6 µM]	u	-25%[88.5 µM]	-9	u	0%[172 µM]
CCOc1cc(C2c3c(oc4ccccc4c3=O)C(=O)N2Cc2ccccc2Cl)ccc1O (centres undefined)	-6%	-3%	x	x	-7	x	x
CN1C(=O)[C@@H]2C[C@@H](CN2C(=O)c2ccc3c(c2)OCO3)Oc2ccccc21	5%[87.6 µM]	-2%[87.6 µM]	1%[172 µM]	-11%[88.5 µM]	2	-4%[138 µM]	1%[172 µM]
O=C(c1ccc(F)cc1)N1CCC(Oc2cccnc2)C1 (centres undefined)	-8%	0%	-1%	1%	2	-1%	1%
Cc1ccc(N2Cc3c(NCC4CC4)ncnc3N(C)CC2=O)cc1	-5%[87.6 µM]	-1%[87.6 µM]	-6%[172 µM]	-7%[88.5 µM]	-4	-30%[138 µM]	0%[172 µM]
O=C(CNC(=O)c1cccc(-c2ccc(C(F)(F)F)cc2)c1)NCC1CC1	33%[activator]	9%[12.5 µM]	u	i	-2	u	x
O=C(c1cccs1)c1cn(CCOc2ccc(Cl)cc2)c2ccccc12	0%	1%	x	x	-5	x	x
O=C(NCCc1ccccc1F)c1ccc2nnc(-c3cccc(C(F)(F)F)c3)n2c1	110%[activator]	-10%	u	i	3	35µM*	x
Cc1ccc(NC(=O)CSc2nc(=O)n(Cc3ccccn3)c3c2CCC3)cc1F	28%	-4%	x	x	0	x	x
COc1cccc(CNC(=O)C2CCN(c3nccc(Nc4ccccc4Cl)n3)CC2)c1	-13%	-2%	u	i	10	u	x
CC(C)(C)C(=O)OCc1cc(=O)n2nc(C3CCCCC3)sc2n1	173%[activator]	-3%	x	x	1	x	x
OCCC1CN(Cc2cc(F)cc(F)c2)CCN1Cc1cccs1 (centres undefined)	u	4%	1%	i	-2	-1%	11%
COc1ccc(N2CCN(C(=O)c3cc4c(=O)n(Cc5cccnc5)ccc4nc3C)CC2)cc1	-6%	4%	x	x	5	x	x

Compounds were not picked by outcome (roughly 7.7% active in at least one column).
